Lipid storage S3: qHTS Assay for Lipid Storage Modulators in Drosophila S3 Cells; Potency in µM for hits, for the others lipid storage change, negative = inhibition, % at the top dose, mostly 46.1 µM; AID 2685; Drosophila S3 cells, BODIPY lipid droplet fluorescence, 18-24 h; cells fed with added oleic acid; 0.64% of 320,000 active; active = well fitted inhibition curve with a large enough effect in the signal ratio, with a control signal flat, not every such curve was filed as active; inconclusive = small, poorly fitted or top-dose-only effect, or effect the other way, or a change in a side signal; the % refers to the signal ratio
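Laser-scanning cytometry quantifies lipid droplet accumulation (500–530 nm total intensity; droplet/cell object ratio) in oleic acid-fed (400 uM added) Drosophila S3 cells treated with a concentration series. 20 uM Triacsin C defined 100% inhibition.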
Lipid storage S3 cell count max: further read-out of Lipid storage S3, marked with its call; cell number change, %; measured here: cell count max response;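 cells counted by Cell Tracker Red CMTPX staining in the red channel; peak over a dose series mostly up to 46.1 µM; percent activity relative to internal control wells on each plate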
An asterisk follows results filed as active; i = inactive; ? = inconclusive; · = not tested or not shown. % is set by controls: 0 for no effect and ±100 for the full control effect; potency is the fitted concentration of half-maximal effect. These rows are one share of the data; the hit share may differ from the screen's.

SMILES	Lipid storage S3	Lipid storage S3 cell count max
CCOC(=O)[C@H]1[C@H]2COc3ccc(Cl)cc3[C@@H]2N2C(=O)c3ccccc3NC(=O)[C@@]12C	15%	-17
O=C1CCCCC/C1=N/Nc1ccc(OCc2ccccc2)cc1	?	·
N#C/C(=C(/O)c1ccc(Cl)cc1)c1nc2ccccc2[nH]1	?	·
O=C(CSc1nc(C2CC2)n(-c2ccccc2)n1)NCc1ccco1	?	·
CC(/C=C\C=C\c1ccccc1)=N\NC(=O)c1cncc(Br)c1	-5%	-3
COc1ccccc1-n1cc(CN2CCN(CC(C)C)C(CCO)C2)cn1 (stereo not given)	-13%	-1
CCOc1ccc(NCCC(O)c2ccc(F)cc2)cc1 (stereo not given)	2%	-7
COc1ccc(NC(=O)C2CCCN(c3nccc(C)n3)C2)cc1 (stereo not given)	1%	0
Cc1ccc(-c2onc3ccc(C=O)cc23)cc1	?	·
O=C(CNC(=O)c1ccccc1Br)N/N=C/c1cc(Br)ccc1O	0%	-19
O=C(Nc1ccccc1)OCc1ccccn1	?	·
CC(C)OC(=O)CN1C(=O)C(C)(C)Oc2ccc(C(=O)NC(C)(C)C)cc21	?	·
COc1ccc(OC)c(S(=O)(=O)CC(O)CS(=O)(=O)c2ccccc2)c1 (stereo not given)	?	·
CC1Cc2cc(C(=O)O)ccc2O1 (stereo not given)	?	·
COC(=O)CC/C(O)=C1\C(=O)CC(C)(C)CC1=NCCc1nc2ccccc2[nH]1	2%	-3
O=C(C1CC1)N1CCc2cc(S(=O)(=O)NCCC3=CCCCC3)ccc21	-26%	-24
O=C(NC1CCCCC1)c1cc([N+](=O)[O-])ccc1N1CCCCC1	i	·
CCOC(=O)c1cc(-c2ccc3c(c2)OCCO3)nc2c1c(C)nn2CCC#N	?	·
O=C(N/N=C/c1ccc([N+](=O)[O-])cc1)c1ccc(NS(=O)(=O)c2cccs2)cc1	?	·
O=C(c1cc(-c2cccs2)nc2ccccc12)N1CCN(S(=O)(=O)c2ccccc2)CC1	?	·

Random excerpt: seven entries already listed
SMILES	Lipid storage S3	Lipid storage S3 cell count max
COC(=O)CC/C(O)=C1\C(=O)CC(C)(C)CC1=NCCc1nc2ccccc2[nH]1	2%	-3
N#C/C(=C(/O)c1ccc(Cl)cc1)c1nc2ccccc2[nH]1	?	·
CCOc1ccc(NCCC(O)c2ccc(F)cc2)cc1 (stereo not given)	2%	-7
O=C(CNC(=O)c1ccccc1Br)N/N=C/c1cc(Br)ccc1O	0%	-19
CCOC(=O)c1cc(-c2ccc3c(c2)OCCO3)nc2c1c(C)nn2CCC#N	?	·
CC(C)OC(=O)CN1C(=O)C(C)(C)Oc2ccc(C(=O)NC(C)(C)C)cc21	?	·
O=C(N/N=C/c1ccc([N+](=O)[O-])cc1)c1ccc(NS(=O)(=O)c2cccs2)cc1	?	·

Remaining list, next part:
SMILES	Lipid storage S3	Lipid storage S3 cell count max
O=C(Oc1ccc(=O)n(-c2ccccc2)n1)c1ccc(F)cc1	?	·
COc1ccc(NC(=O)CSc2nc3sc4c(c3c(=O)n2-c2ccc(OC)cc2)CCN(C)C4)cc1	8%	11
COc1cc(S(=O)(=O)n2ccnc2)ccc1Br	?	·
CCN(C(=O)C1CC1)C1CCS(=O)(=O)C1 (stereo not given)	-22%	-27
COc1ccc(-n2[nH]c(C)cc2=O)cc1	?	·
CC(Sc1nc(-c2ccccc2)cc(C(F)(F)F)n1)C(=O)NCCN1CCOCC1 (stereo not given)	6%	2
Cc1ccc(-n2nnnc2-c2cccc(C)c2)cc1	?	·
Cc1cccc(C)c1OCC(=O)NCc1ccccc1	i	11
NC(=O)c1ccc2nc(NC(=O)c3ccc(N)cc3)sc2c1	?	·
CCCCC1OC2(C)OC(=N)C1(C#N)C(C#N)(C#N)C2c1ccccc1 (stereo not given)	1%	-1
Cc1cccc(N2CCN(C(=O)c3cc4ccccc4oc3=O)CC2)c1C	2%	2
Cc1cccc(CN2C(=O)c3ccccc3S(=O)(=O)c3ccc(C(=O)NCCCN4CCCC4)cc32)c1	?	·
Cc1cccc(-n2c(SCc3ccc(C#N)cc3)nnc2-c2c[nH]c3ccccc23)c1	?	·
c1ccc(-c2nc(-c3ccccn3)no2)cc1	5%	0
O=C(Nc1cccc(Cl)c1)N1CCN(C2c3ccccc3-c3ccccc32)CC1	0%	-7
O=C(NC(C(=O)N/N=C/c1cccnc1)c1n[nH]c(=O)c2ccccc12)c1ccccc1 (stereo not given)	8%	8
Cc1ccc(-c2csc3nc(=O)c(C)nn23)cc1	10%	8
O=C(COc1ccc(-n2cnnn2)cc1)Nc1ccccc1OC(F)F	?	·
CCN(C1CCCCC1)S(=O)(=O)c1ccc(OC)c(C)c1	?	·
Cc1cc(-c2ccc(NC(=O)[C@@H]3CCCC[C@@H]3C(=O)O)c(C)c2)ccc1NC(=O)[C@@H]1CCCC[C@@H]1C(=O)O	?	·
CS(=O)(=O)c1ccc(C(=O)Nc2ccc(N3CCCCC3)cc2)c(Cl)c1	?	·
COc1cc(/C=C2/SC(=S)N(CC(=O)O)C2=O)ccc1OC(=O)c1ccco1	?	·
Nc1nc(NCC2CCCO2)nc(Nc2ccc(F)cc2)c1[N+](=O)[O-] (stereo not given)	?	·
CC1CCN(CC(=O)NCCc2ccc(F)cc2)CC1	26%	15
COc1ccc(C(=O)/C=C/Nc2ccc(S(=O)(=O)Nc3nc(C)cc(C)n3)cc2)c(OC)c1	0%	27
Cn1cc(Br)c(C(=O)Nc2sc3c(c2C#N)CCC3)n1	-13%	-19
Cc1nnc(SCC(=O)N2CC(=O)Nc3ccccc32)s1	9%	9
Clc1ccc(-c2nnc3sc(-c4ccco4)nn23)c(Cl)c1	?	·
Cc1ccc2nc(CSc3nc(C)cc(C)c3C#N)[nH]c2c1	-19%	-10
O=S(=O)(c1cccs1)N1CCN(c2ccc(F)cc2)CC1	?	·
CC(=O)c1cccc(N(CC(=O)N2CCOCC2)S(C)(=O)=O)c1	?	·
COc1cccc(N2CCN(C(=O)CN(C)S(=O)(=O)c3ccc4c(c3)CCC(=O)N4)CC2)c1	?	·
CSc1nc2ccc(NS(=O)(=O)c3ccc(CNC(C)=O)cc3)cc2s1	?	·
CCC1COCCS(=O)(=O)N1Cc1ccc(F)cc1 (stereo not given)	?	·
CN(C)c1oc(-c2ccccc2[N+](=O)[O-])nc1C#N	2%	17
COc1ccc(C(C)NC(=S)NCc2ccc(F)cc2)cc1OC (stereo not given)	?	·
O=C(O)CSc1cccc[n+]1[O-]	?	·
CCCCn1nc(C(=O)Nc2ccccc2N2CCCC2)c2ccccc2c1=O	16%	-1
O=C(Cc1cc(=O)[nH]c(=O)[nH]1)N1CCN(C(=O)c2ccco2)CC1	3%	4
COc1ccc(C(C)(C)C)cc1S(=O)(=O)N1CCC(C(N)=O)CC1	-9%	-16
Cc1cccc(CC(=O)Nc2ccc(C(=O)N3CCOCC3)cc2)c1	-1%	-1
CCN1CCN(c2ccc(NC(=O)c3cccc(N4CCCC4=O)c3)cc2)CC1	?	·
COc1ccc(NC(=S)N(CCCOC(C)C)C2CCN(C(C)=O)CC2)cc1Cl	11%	-1
Cc1[nH]c2ccccc2c1C(=O)CSc1ccc(Cl)cc1	?	·
Cc1[nH]nc(Nc2ccc(Br)cc2)c1[N+](=O)[O-]	?	·
CCS(=O)(=O)n1nc(-c2ccco2)nc1SC	1%	1
CCn1c2ccccc2c2cc(NC(=O)C(=O)N3CCOCC3)ccc21	?	·
COc1ccc(Oc2c(C)oc3c(CN(C)C)c(O)ccc3c2=O)cc1	5%	0
CC(Oc1ccc(Cl)cc1)c1ccnn1S(C)(=O)=O (stereo not given)	?	·
Nc1c(C(=O)CSc2n[nH]c(-c3ccccc3Br)n2)c(=O)[nH]c(=O)n1C1CC1	?	·
C/C(=N/NC(=O)CNC(=O)COc1cccc(C)c1)c1ccco1	2%	2
COC(=O)C1CCN(C(=O)c2ccc(OC3CCN(Cc4ccccn4)CC3)cc2)CC1	-4%	4
O=C(NCc1nnc(SCC(=O)N2CCN(c3ccccc3)CC2)o1)c1c(F)cccc1F	?	·
COc1ccc(OCCCC(=O)Nc2cccc(S(=O)(=O)N3CCCCCC3)c2)cc1	?	·
O=C1CC[C@@H](CN(Cc2ccccn2)Cc2nc(-c3ccc(C(F)(F)F)cc3)no2)N1	1%	16
CCn1c2ccccc2c2nnc(SCC(=O)NC3CCS(=O)(=O)C3)nc21 (stereo not given)	?	·
COc1cc(OC)cc(C(=O)O/N=C(\N)c2ccccn2)c1	?	·
CN1CCN(C(=O)c2ccc(Cl)cc2)CC1	?	·
CCOc1cccc(C(=O)NC(=S)Nc2cccc(NC(=O)c3ccccc3Cl)c2)c1	?	·
COc1cc(OC)cc(C(=O)Nc2ccc(NC(=O)c3ccco3)c(Cl)c2)c1	0%	-18
(further entries)
SMILES	Lipid storage S3	Lipid storage S3 cell count max
COc1cc(OC)c(NC(=O)Cc2cccs2)cc1Cl	-9%	-4
O=C(Cc1ccc(Cl)c(Cl)c1)N/N=C/c1cccnc1	i	0
C=CCn1c(SCC(=O)Nc2nccs2)nnc1-c1cc2cccc(OC)c2o1	i	-25
CN1CCN(c2nc3c(c(=O)[nH]c(=O)n3C)n2Cc2ccccc2F)CC1	?	·
N#Cc1c(F)cccc1N1CCN(Cc2ccc3c(c2)OCO3)CC1	?	·
COc1ccc(CC(C)N2CCN(c3ccccc3)CC2)cc1OC (stereo not given)	?	·
Nc1nccnc1C(=O)OCC(=O)NNC(=O)c1ccccc1	0%	5
O=C(NCc1cccnc1)c1ccccc1NS(=O)(=O)c1ccc(F)cc1F	-6%	-2
COc1ccccc1NC(=O)COC(=O)c1cc([N+](=O)[O-])ccc1N1CCCC1	i	-12
Fc1ccccc1CNC(=S)NCc1ccc(Cl)cc1	?	·
COc1ccc(S(=O)(=O)N2CCCCC2)cc1C(=O)Nc1cc(C)on1	?	·
CCC(C)(C)NC(=O)C(c1cccs1)N(C(=O)c1ccn[nH]1)c1ccccc1 (stereo not given)	?	·
O=C(CN(CC1CCCO1)C(=O)CNS(=O)(=O)c1ccc(Cl)cc1)NC1CCCCC1 (stereo not given)	?	·
COc1ccc(C(C)=O)cc1CN1C(=O)C(C)N(c2ccc(C)cc2)C1=O (stereo not given)	?	·
CN(C)c1ccc(S(=O)(=O)NCC(=O)NCc2ccccc2)cc1[N+](=O)[O-]	25%	22
O=C(COC(=O)c1cnccn1)c1ccc([N+](=O)[O-])cc1	?	·
c1ccc(OCCCn2nnc(-c3cccnc3)n2)cc1	?	·
COC(=O)c1ccc(Cn2nc(C(F)(F)F)cc2C)cc1	25%	-13
CC1CCCN(C(C(=O)Nc2ccc(C(C)C)cc2)c2ccc3c(c2)OCO3)C1 (stereo not given)	?	·
O=C(COC(=O)c1ccc(S(=O)(=O)N2CCc3ccccc3C2)cc1)NC(=O)NCc1ccco1	9%	·

Arranged by molecular weight (lowest first): part of the list above.
SMILES	Lipid storage S3	Lipid storage S3 cell count max
O=C(COC(=O)c1cnccn1)c1ccc([N+](=O)[O-])cc1	?	·
COC(=O)c1ccc(Cn2nc(C(F)(F)F)cc2C)cc1	25%	-13
COc1ccc(CC(C)N2CCN(c3ccccc3)CC2)cc1OC (stereo not given)	?	·
CC1CCCN(C(C(=O)Nc2ccc(C(C)C)cc2)c2ccc3c(c2)OCO3)C1 (stereo not given)	?	·
O=C(NCc1cccnc1)c1ccccc1NS(=O)(=O)c1ccc(F)cc1F	-6%	-2

Later entries:
SMILES	Lipid storage S3	Lipid storage S3 cell count max
C=CCNC(=S)NS(=O)(=O)c1cccs1	?	·
CC(=O)Nc1ccc(Nc2ccc([N+](=O)[O-])cn2)cc1	?	·
CCCN1CCN(CCCNC(=O)c2cc3c(=O)n(C)c4ccccc4c3n2C)CC1	?	·
CNCC(=O)N(CC(C)C)c1c(N)n(CC(C)C)c(=O)[nH]c1=O	?	·
COC(=O)CSc1nc2ccccc2nc1SCC(=O)OC	-23%	-5
CCN1CCN(C(=O)C2c3cc(OC)c(OC)cc3C(=O)N3CCc4ccccc4C23)CC1 (stereo not given)	15%	-6
Cc1cccc(OCC(=O)NCC(=O)N/N=C/c2cc(Br)ccc2OCc2ccccc2)c1	?	·
CCn1c(C)c(C(=O)O)c2cc(OC)c3ccccc3c21	15%	5
COC(=O)c1cc(Br)c(=O)n(-c2ccccc2OC)c1	?	·
COC(C(=O)Nc1ccc(S(=O)(=O)Nc2ccc(F)cc2)cc1)c1ccccc1 (stereo not given)	-6%	-15
Cc1cc(C)cc(C(=O)NCc2ccc3c(c2)OCO3)c1	?	·
Cc1ccc(NC(=O)c2cnccn2)c(C)c1	i	-8
COc1ccc(N2Cc3ccccc3C2=NC(=O)c2ccc(C)cc2)cc1OC	-5%	8
CN1C(=S)N2CCCN2C1c1ccccc1 (stereo not given)	-12%	-10
O=C(Nc1cccc(-c2nc3ccccc3s2)c1)c1cc(-n2cnnc2)ccc1Cl	?	·
Nn1c(SCC(=O)N2CCOCC2)nnc1-c1ccccc1Cl	-4%	1
CCc1ccc(NC(=O)[C@H](C)NC(=O)C2CCN(C(=O)[C@@H](N)Cc3ccccc3)CC2)cc1	?	·
Cc1cccc2cc(CN(Cc3ccco3)S(=O)(=O)c3ccc4c(c3)OCCO4)c(=O)[nH]c12	?	·
Cc1ccc2ncnc(NCCCN3CCOCC3)c2c1	?	·
COc1ccc(-n2nc(C#N)c(Cl)cc2=O)cc1	?	·
CC1CN(C(=O)c2ccc(NS(=O)(=O)c3ccc(C(C)(C)C)cc3)cc2)CC(C)O1 (stereo not given)	?	·
